Screening data from PubChem.
PNC inhibitor: High Content Assay for Compounds that inhibit the Assembly of the Perinucleolar Compartment; PC3M PTB-GFP, PNC prevalence imaging, 16 h; hits give low values; activity change (PNC), negative = inhibition, % at 10 µM; 3.1% of 140,000 active; AID 2417, 2010;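 active = readout at or below -70, meaning at least 70% loss of cells showing the perinucleolar compartment, a nuclear body marking cancer cells; inconclusive = readout between -30 and a set limit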;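 note: plate controls were DMSO wells for no effect and camptothecin positive control wells for full effect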
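Read-out is percentage of cells bearing a perinucleolar compartment, from automated 20x imaging of fixed, Hoechst-stained PC3M PTB-GFP cells. Cells were seeded 4 h, then exposed 16 h to compound (23 nl of library stock) in duplicate plates.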
ALOX12 inhib: qHTS Assay for Inhibitors of 12-hLO (12-human lipoxygenase); 0.12% of 150,000 active; Potency, µM (titrated, usually from 57.1 µM), for the others: top-dose activity change, negative = inhibition, actives largely listed as inhibitors; AID 1452, 2008; purified 12-hLO, xylenol orange hydroperoxide absorbance; Polyunsaturated fatty acid lipoxygenase ALOX12 (Homo sapiens), P18054; note: potency is the fitted concentration of half-maximal effect; nearly all actives have a fitted effect of over 55% in size; many of its hits are not listed in these tables
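Xylenol orange chromogenic assay: hydroperoxide from 12hLO oxidises Fe(II), giving red-shifted Fe(III)-XO absorbance. Conditions: 150 nM enzyme, 40 uM arachidonic acid, 25 mM Hepes pH 7.0, 0.01% Triton X-100, 30 min, room temperature.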
IMPase inh: qHTS Assay for Identifying the Cell-Membrane Permeable IMPase Inhibitors | Inositol monophosphatase 1 (Rattus norvegicus), P97697 | CHO-M1 cells, IP1 accumulation, HTRF TR-FRET ratio | inhibition (IP1 accumulation), % at 46.1 µM | 120,000 tested, under 10 active; active = well fitted curve in the direction sought with a large enough effect in the signal ratio, not every such curve was filed as active; inconclusive = small, poorly fitted or top-dose-only effect, or a change in a side signal; inactive = no such curve, though single readings can be large or run the other way; the % refers to the signal ratio;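 note: cells stimulated with carbachol in lithium chloride buffer; plate controls were DMSO basal wells for no effect and reference inhibitor wells for full effect; higher means more IMPase inhibition seen as more IP1 and lower FRET ratio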
Target sequence (P97697 whole entry, looked up): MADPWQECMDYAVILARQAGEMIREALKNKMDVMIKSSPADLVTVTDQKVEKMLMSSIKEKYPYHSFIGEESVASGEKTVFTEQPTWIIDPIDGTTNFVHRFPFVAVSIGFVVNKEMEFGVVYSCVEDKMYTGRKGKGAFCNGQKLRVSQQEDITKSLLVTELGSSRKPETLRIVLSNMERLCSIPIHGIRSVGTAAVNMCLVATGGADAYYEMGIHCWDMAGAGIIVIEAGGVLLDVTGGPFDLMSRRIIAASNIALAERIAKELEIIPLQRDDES
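Cellular IMPase inhibition is scored as a rise in cytosolic IP1, detected by competitive TR-FRET between d2-labelled IP1 and a europium anti-IP1 antibody. M1-expressing CHO cells were stimulated with carbachol for 30 min at 37C, with lithium (50 mM LiCl) present in the buffer.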
15-hLO-2 inh: qHTS Assay for Inhibitors of 15-hLO-2 (15-human lipoxygenase 2). 0.56% of 110,000 active. AID 881, 2007. Potency, µM (highest dose often 57.1 µM), inactives show top-dose activity change, negative = inhibition, usual class: inhibitors. purified 15hLO-2, xylenol orange hydroperoxide absorbance; note: potency is the fitted concentration of half-maximal effect; nearly all actives have a fitted effect of over 60% in size; many of its hits are not listed in these tables
Target sequence (O15296 whole entry, looked up): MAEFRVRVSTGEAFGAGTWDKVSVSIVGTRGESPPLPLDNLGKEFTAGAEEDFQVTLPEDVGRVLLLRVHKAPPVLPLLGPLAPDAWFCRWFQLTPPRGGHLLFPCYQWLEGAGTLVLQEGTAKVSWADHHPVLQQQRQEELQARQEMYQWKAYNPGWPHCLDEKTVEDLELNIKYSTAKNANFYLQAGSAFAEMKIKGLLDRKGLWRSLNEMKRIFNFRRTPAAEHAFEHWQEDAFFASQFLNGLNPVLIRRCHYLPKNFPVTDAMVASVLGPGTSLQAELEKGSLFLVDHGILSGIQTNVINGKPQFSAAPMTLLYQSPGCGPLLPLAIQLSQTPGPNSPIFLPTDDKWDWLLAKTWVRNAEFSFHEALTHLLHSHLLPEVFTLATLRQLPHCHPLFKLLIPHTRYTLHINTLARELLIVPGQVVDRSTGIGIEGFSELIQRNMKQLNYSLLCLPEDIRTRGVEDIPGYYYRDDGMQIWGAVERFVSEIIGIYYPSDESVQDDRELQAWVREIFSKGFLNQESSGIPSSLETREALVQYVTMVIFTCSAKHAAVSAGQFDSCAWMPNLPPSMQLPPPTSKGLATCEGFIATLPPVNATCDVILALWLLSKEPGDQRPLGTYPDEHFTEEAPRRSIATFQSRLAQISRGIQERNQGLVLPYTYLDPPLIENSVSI
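Read-out: hydroperoxide product oxidises ferrous iron, measured as xylenol orange complex via the 573-to-405 nm absorbance ratio after 30 min. Reaction: 50 nM enzyme, 15 min compound preincubation, 45 uM arachidonic acid, 90 min RT, Hepes pH 7.5 with Triton X-100.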
* marks the source's active call; other numbers are inactive results; ? = inconclusive; . = no result given; [ ] = another dose, or the depositor's remark. Unless noted, calls come from the whole dose curve; as a rule, active = well fitted curve in the direction sought with a large enough effect; inconclusive = small, poorly fitted or top-dose-only effect, or another doubt; inactive = no such curve, though single readings can be large; an effect the other way counts as inactive or inconclusive. Unless noted, % is set by controls: 0 for no effect and ±100 for the full control effect. This is a subset. The share of hits here may be higher or lower than overall.

Screens in order: ALOX12 inhib, IMPase inh, 15-hLO-2 inh, PNC inhibitor
CCN(CC)CCN(C)C1CCC(c2ccccc2)CC1 (stereo not drawn)
  2.0%, ., ., ?
c1cc2c(cc1C1CCCCC1)c1c3n2CCN=C3CCC1
  1.6%, -8.3, ., -2.7
CCOC(=O)N1CCN(C(=O)CC(C(=O)N2CCc3ccccc32)n2ccnc2)CC1 (stereo not drawn)
  7.6%, -2.0, 24.4%, 10.5
O=c1c2ccccc2nc(/C=C/c2ccc(O)cc2)n1CCc1ccccc1
  -7.2%, ., ., ?
Cc1c(-c2ccc(F)cc2)[n+](=O)c(-c2ccc(F)cc2)c(C)n1[O-]
  13.2%, -6.2, -4.8%, ?
Cc1ccc(-c2csc3ncnc(NCCN4CCOCC4)c23)cc1
  -4.0%, -0.5, 7.8%, -13.5
CCCC(=O)Nc1cc(C)c(NC(=O)C23CC4CC(CC(C4)C2)C3)cn1
  -6.2%, 0.0, 9.4%, 9.0
O=C1OCCC1Sc1nnc(-c2ccc(O)cc2)o1 (stereo not drawn)
  9.0%, -3.1, -8.0%, ?
COc1cccc(OCC(=O)NNC(=O)Cc2cccs2)c1
  -1.0%, -2.6, ., -28.6
COc1ccc(/C=N/NC(=O)CN(C2=NS(=O)(=O)c3ccccc32)c2ccccc2)cc1OC
  0.0%, ., ., ?
CC(Sc1nnc(-c2ccc(Cl)cc2Cl)n1Cc1ccccc1)C(=O)Nc1nccs1 (stereo not drawn)
  2.7%, 8.0, 18.1%, -19.6
COC(=O)Cc1cc(=O)n(-c2nc3ccccc3s2)[nH]1
  -7.9%, -5.7[1.84 µM], 19.2%[11.4 µM], 38.0
CCOC(=O)Cn1nnnc1CN(Cc1cccs1)Cc1cc2cc(C)ccc2[nH]c1=O
  -9.0%, 11.0, -2.5%, ?
Cc1ccc(N2C(=O)C3CCC(c4ccccc4)CC3C2=O)cc1 (stereo not drawn)
  4.5%, ., ., ?
COc1ccc(NC(=O)CC2C(=O)N(c3ccc(OC)cc3)C(=O)N2CCN2CCN(C)CC2)cc1 (stereo not drawn)
  -0.1%, -2.6, 6.4%[2.29 µM], ?
CC(C)CN1CCC2(CC1)CCN(C(=O)c1cccn1C)CC2
  -6.3%, ., -4.5%, .
COc1ccc(NC(=O)Cn2nnc(C(=O)NCc3ccccc3OC)c2N)cc1Cl
  -1.3%, 2.8, -4.8%, 12.3
O=C(NCCCNc1ccc(C(F)(F)F)cc1[N+](=O)[O-])c1ccc(F)cc1
  -3.7%, ., ., -9.7
Cn1ccnc1SCC(=O)Nc1cccc(O)c1
  -5.6%, 2.7, 2.8%, ?
Cc1cc2nc(SCCOC(=O)Nc3cccc(Cl)c3)nc(C)c2cc1C
  -2.1%, ., ., ?
O=C(Nc1cccnc1)c1cccnc1
  1.3%, 2.5, ., 12.5
COc1ccc(OC)c(N(CC(=O)NCc2ccncc2)S(C)(=O)=O)c1
  1.1%, -0.5, 1.1%, -4.3
O=C(NC1CCSC1=O)c1ccc(Oc2ccc(F)cc2)nc1 (stereo not drawn)
  1.1%, -1.2, -5.6%, ?
CCNc1nc(NCC)n2c(SC(C(=O)Nc3cc(C)ccc3C)c3ccccc3)nnc2n1 (stereo not drawn)
  -0.7%, ., ., ?
CC1(C)c2ccccc2N2CCC(=O)NC21/C=C/c1ccco1 (stereo not drawn)
  -18.9%, -0.6, ?, 0.2
CCOC(=O)Nc1ccc(C)cc1C
  -0.6%, -2.9, 0.7%, 24.9
C#CCOc1ccc(/C=C2\SC(=S)N(Cc3cccnc3)C2=O)cc1
  4.4%, ., ., 47.2
COc1ccc(CNS(=O)(=O)c2ccc(C3CNC(=O)C3)cc2)cc1 (stereo not drawn)
  -8.2%, 0.5, -3.0%, 20.2
NC(=O)CSc1nnnn1-c1ccc(OC(F)(F)F)cc1
  2.3%, -8.1, -10.0%, 6.5
COc1nc(N)nc(N2CCOCC2)n1
  -2.2%, -8.3, 0.8%, 44.9
O=C(NCc1cccs1)c1ccccc1F
  -0.4%, -0.4, ., 22.8
Fc1ccc(CCNC(=S)Nc2ccc(F)cc2)cc1
  -24.9%, 2.0, ., -13.5
Cc1ccc(/C=N\NC(=O)c2cc(OCC(F)(F)F)ccc2OCC(F)(F)F)cc1
  4.6%, -12.6, -6.0%, ?
COc1ccccc1-c1cc(C(F)(F)F)nc(S(=O)(=O)CCCC(=O)N2CCOCC2)n1
  -3.2%, 13.5, -6.5%, 23.6
COc1cccc(C(=O)Oc2ccccc2/C=C\C(=O)c2cc3ccccc3o2)c1
  6.8%, 10.1, ., 24.8
CCOC(=O)c1c(-c2ccc(C)o2)csc1NC(=O)CSc1nnc(C)s1
  -15.4%, 6.6, ?, ?
COc1ccc(/C=C2\C(=O)NCC(=O)N2Cc2ccccc2)cc1
  -2.2%, -3.2, 0.2%, 4.0
O=C(N1CCOCC1)N(Cc1cccs1)C1CCCC1
  1.2%, -3.6, -1.2%, 20.0
COc1ccc(N2C(=O)CC(N3CCN(c4ccc(S(C)(=O)=O)cc4)CC3)C2=O)cc1 (stereo not drawn)
  -1.6%, -1.1, -17.9%, 24.1
O=C(NCc1ccco1)c1cc2nc(-c3cccs3)cc(C(F)(F)F)n2n1
  -8.6%, ?, -14.9%, 23.6
CCOC(=O)c1csc(NC(=O)c2ccc(OC)c(OC)c2)n1
  -5.3%, ?, 5.9%, 22.3
CC(C)CCOc1ccc(C(=O)C[N+]2(C)CCOCC2)cc1
  -1.8%, 17.8, -5.7%, 4.3
Cc1c(C(N)=O)sc2nc(-c3ccccc3)cn12
  0.0%, -3.0, 2.1%, ?
COc1ccc(-c2ccc(/C=C3/C(=N)N4C=CSC4=NC3=O)o2)c([N+](=O)[O-])c1
  -1.0%, -7.0, ., ?
CC(=O)Nc1ccc(NC(=O)CN(c2ccc(F)cc2)S(=O)(=O)c2ccc3c(c2)OCCO3)cc1
  -2.6%, -1.3, -3.6%, 39.5
CCOC(=O)c1nn(-c2cccc(C)c2)cc1C(=O)c1ccccc1
  -2.2%, 4.6, -1.5%, 22.4
CC(C)(C)C(=O)NCC12C=CC(O1)C1C(=O)N(c3ccccc3)C(=O)C12 (stereo not drawn)
  -1.3%, -1.1, ., 110.8
COCCN(CC(=O)NCc1ccccc1)C(=O)CCC(=O)Nc1nccs1
  -5.3%, 2.2, -2.4%, -29.5
CS(=O)(=O)C1=NSC2=NC(=O)/C(=C\c3cccn3-c3ccc(Cl)cc3)C(=N)N21
  -8.6%, ., ., -3.3
O=C(COc1ccc(Cl)cc1Cl)N(Cc1ccco1)C1CCS(=O)(=O)C1 (stereo not drawn)
  -8.5%, 0.2, 6.0%, -27.6

In the list so far, 5 contain a CF3 group.
Screens in order: ALOX12 inhib, IMPase inh, 15-hLO-2 inh, PNC inhibitor
O=C(NCCCNc1ccc(C(F)(F)F)cc1[N+](=O)[O-])c1ccc(F)cc1
  -3.7%, ., ., -9.7
NC(=O)CSc1nnnn1-c1ccc(OC(F)(F)F)cc1
  2.3%, -8.1, -10.0%, 6.5
Cc1ccc(/C=N\NC(=O)c2cc(OCC(F)(F)F)ccc2OCC(F)(F)F)cc1
  4.6%, -12.6, -6.0%, ?
COc1ccccc1-c1cc(C(F)(F)F)nc(S(=O)(=O)CCCC(=O)N2CCOCC2)n1
  -3.2%, 13.5, -6.5%, 23.6
O=C(NCc1ccco1)c1cc2nc(-c3cccs3)cc(C(F)(F)F)n2n1
  -8.6%, ?, -14.9%, 23.6

More records
Screens in order: ALOX12 inhib, IMPase inh, 15-hLO-2 inh, PNC inhibitor
O=C(Nc1c(-c2ccccc2)nc2ncccn12)c1cc2ccccc2oc1=O
  -1.7%, ., ., -6.5
O=C(NC1CC1)c1ccc2c(c1)C1C3CCC(C3)C1C(c1ccccc1)N2 (stereo not drawn)
  0.4%, ., ., 31.8
CN(C)c1ccc(N=Nc2ccccc2C(=O)OCC(=O)NCC2CCCCC2)cc1
  -2.1%, ., ., -5.9
COc1ccccc1N1CCN(Cc2nc(N)nc(Nc3ccccc3)n2)CC1
  2.5%, 7.0, 15.5%, 0.0
Cc1[nH]n(-c2cccc(Cl)c2)c(=O)c1-c1ccccc1
  -12.3%, -1.0, ?, 41.1
CCOC(=O)C1CCN(C(=O)N(C)C)CC1
  -7.9%, 3.8, 5.9%[2.29 µM], ?
Cc1nnc(SCCn2c(N3CC(C)CC(C)C3)nc3c2c(=O)[nH]c(=O)n3C)s1 (stereo not drawn)
  5.0%, -0.1, -4.7%, ?
COc1ccc(-c2nn(-c3ccccc3)cc2/C=C(\C#N)S(=O)(=O)c2ccccc2)cc1OC
  -0.1%, ., ., 42.1
CC12CCC(C(=O)Nc3cccc4ccccc34)(C1Br)C2(C)C (stereo not drawn)
  -6.9%, -7.7, -7.9%, -14.2
COc1ccc(CCC(C)Nc2ccccc2F)cc1 (stereo not drawn)
  2.4%, ., ., -3.7
COc1cc(C)c(S(=O)(=O)N2CCCC2)cc1C
  -2.3%, -6.6, 4.0%, 57.6
CCCOc1ccc(-c2cnc(N)s2)cc1
  -0.6%, 0.2, -6.2%, -27.4
O=C(O)CCc1ccc(-c2ccc(F)cc2)n1CC(=O)O
  -1.4%, -7.1, -6.2%, ?
COC(=O)c1cc(CC(=O)c2ccc(O)cc2O)c(C)o1
  -14.7%, -2.7, ., 31.9
CCOC(=O)c1cnc(SC)nc1Oc1cccc(NS(=O)(=O)c2ccccc2)c1
  -11.6%, 1.8, -2.6%, -25.7
Cc1cc(C)c(S(=O)(=O)N(CC(=O)NCc2cccnc2)C2CCCCC2)c(C)c1
  -13.4%, -1.1, 6.4%, -87.6*
CCOC(=O)c1cn(-c2c(Cl)cccc2Cl)c2cc(Cl)c([N+](=O)[O-])cc2c1=O
  -1.6%, ., ., -23.3
CCn1cc(C(=O)N2CCN(c3cccc(Cl)c3)CC2)c2cc(OC)c(OC)cc2c1=O
  -3.3%, 2.3, 1.3%, 37.2
O=C(NCCc1ccccc1)C(=O)NCc1ccncc1
  -1.2%, ., ., ?
CC1(C)Cc2ccccc2-c2nc(NCCCO)n(-c3ccccc3)c(=O)c21
  3.4%, -7.5, 4.2%, -26.8
Fc1ccccc1CNC(=S)Nc1cccc(C(F)(F)F)c1
  -18.6%, 8.7, ., 53.3
Cc1cc(C)nc(NC2=NCC(=O)N2c2ccc(Cl)cc2)n1
  2.7%, -4.2, 2.6%, 21.9
CCCC(=O)N1CCN(c2ccc(NC(=O)c3cc4ccccc4o3)cc2)CC1
  -7.7%, 4.2, 4.1%, 40.3
CSc1ccc(C(=S)N2CCN(CCO)CC2)cc1
  3.3%, 15.7, 9.4%, ?
O=C(N1CCOCC1)N1CCN(CC(O)COc2ccc3ccccc3c2)CC1 (stereo not drawn)
  0.4%, -5.0, 11.0%, -24.3
CCOc1ccc(N2C(=O)/C(=C/c3ccc(C)o3)N(C)C2=S)cc1
  -4.5%, ., ., 15.7
